Screens deposited in PubChem by several laboratories.
GSK3beta inhib – human GSK3beta kinase inhibition. P49841. GST-GSK3beta kinase, ADP-Glo luminescence, 60 min; active compounds read low. activity score (negative = inhibition), % at 10 µM. 300,000 compounds, 0.038% hits. AID 2097;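 active means more than half of replicate wells score below -50%, meaning over 50% inhibition versus plate controls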;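 further: 0% = median DMSO wells and -100% = median GW8510 positive control wells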
Target sequence (P49841 whole entry, looked up): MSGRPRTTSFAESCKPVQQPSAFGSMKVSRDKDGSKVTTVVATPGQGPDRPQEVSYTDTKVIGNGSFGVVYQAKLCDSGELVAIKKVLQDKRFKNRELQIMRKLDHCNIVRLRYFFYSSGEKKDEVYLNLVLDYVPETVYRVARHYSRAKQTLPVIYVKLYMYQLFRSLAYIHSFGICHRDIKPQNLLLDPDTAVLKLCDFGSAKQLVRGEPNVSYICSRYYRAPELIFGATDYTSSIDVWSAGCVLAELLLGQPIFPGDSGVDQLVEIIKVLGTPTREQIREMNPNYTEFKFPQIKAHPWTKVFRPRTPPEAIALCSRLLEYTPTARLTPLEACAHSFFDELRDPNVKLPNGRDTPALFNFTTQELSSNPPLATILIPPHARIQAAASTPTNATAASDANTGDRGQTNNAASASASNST
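Assay system: GST-fused GSK3beta enzyme, cell-free / Medium: Tris pH 7.5 buffer with MgCl2, DTT, BSA, heparin / Also added: peptide substrate plus 25 µM ATP (final) / Compound: 10 µM single point / Timing: kinase reaction with compound 60 min at room temperature / Detection: ADP-Glo luminescence / Benchmarks: DMSO neutral wells and GW8510 at 20 µM as positive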
KCNQ1 block – blocks the human KCNQ1 potassium channel; B-score at 10 µM; P51787; CHO-K1 KCNQ1, FluxOR thallium flux fluorescence; active compounds read high; AID 2642; 310,000 compounds, 1.3% hits;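 active means compounds whose thallium flux B-score, printed positive for inhibition, exceeds three library SD while starting fluorescence stays within three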;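 further: channel opened by potassium depolarization with thallium stimulus after 20 min compound exposure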
KCNK3 inh – human KCNK3 channel inhibition, primary screen | B-score at 10 µM | 340,000 compounds, 0.84% hits | O14649 | AID 602410 | CHO-KCNK3 thallium flux, FluxOR fluorescence; active compounds read low;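 active means B-score under library mean minus 4 SD, starting fluorescence ratio at most library mean plus 5 SD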;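 further: more negative B-score means stronger inhibition of thallium flux through KCNK3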
RGS4 pot – RGS4 potentiation or activation | HEK293 M3R/inducible RGS4, carbachol calcium flux Fluo4; active compounds read low | B-score at 10 µM | 310,000 compounds, 0.92% hits;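 active means B-score of the integrated calcium signal more than 4 SD below the library mean, with starting fluorescence not abnormally high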;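 further: negative B-score means reduced calcium response which marks RGS4 activation or potentiation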
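Assay system: HEK293 FlpIn-TREx cells, stable M3R, doxycycline-inducible RGS4 / Probe or stimulus: carbachol, ECmax concentration / Times: overnight RGS4 induction, 30 min dye load 37 °C, 20 min compound RT / Signal: kinetic calcium fluorescence imaging with Fluo4-AM dye, 2 µM / Measure: Agonist-evoked peak-minus-minimum fluorescence over baseline, integrated ratio, B score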
PolyA inh – blocks polyadenylation in yeast reporter cells | S. cerevisiae SKY197-pL101 polyadenylation reporter, beta-gal luminescence; efflux-impaired pdr1/pdr3 knockout yeast; score 100 = 6 SD above DMSO | calls only at 12 µM | 300,000 compounds, 0.02% hits;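 active means lowest replicate activity score at least 50, where 100 means six control SD above control mean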;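 further: yeast exposed to compound for 9 h at 30 °C; higher score means more reporter readthrough which indicates perturbed polyadenylation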
KCNQ1 act – human KCNQ1 channel potentiation or activation; B-score at 10 µM; 310,000 compounds, 0.35% hits; CHO-K1 KCNQ1, thallium flux FluxOR fluorescence; active compounds read high;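 active means fluorescence ratio B-score, a plate-corrected score, at least three library SD, with initial intensity B-score within 5 SD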
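Schedule – 37 °C overnight plating, 90-min dark dye load, 20-min compound pretreatment · System – stable KCNQ1 CHO-K1 line · Probe or stimulus – thallium- and potassium-containing depolarizing buffer · Measured by – kinetic FluxOR fluorescence, 10 s baseline plus 110 s post-stimulus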
KCNK9 block – human KCNK9 channel inhibition; Q9NPC2; HEK293 KCNK9, FluxOR thallium flux fluorescence; active compounds read low; B-score at 10 µM; 310,000 compounds, 1.2% hits;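 active means ratio B-score over 3 SD below the library mean, with starting fluorescence within 5 SD of its mean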;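 further: negative B-score means less thallium flux so channel inhibition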
Target sequence (Q9NPC2 whole entry, looked up): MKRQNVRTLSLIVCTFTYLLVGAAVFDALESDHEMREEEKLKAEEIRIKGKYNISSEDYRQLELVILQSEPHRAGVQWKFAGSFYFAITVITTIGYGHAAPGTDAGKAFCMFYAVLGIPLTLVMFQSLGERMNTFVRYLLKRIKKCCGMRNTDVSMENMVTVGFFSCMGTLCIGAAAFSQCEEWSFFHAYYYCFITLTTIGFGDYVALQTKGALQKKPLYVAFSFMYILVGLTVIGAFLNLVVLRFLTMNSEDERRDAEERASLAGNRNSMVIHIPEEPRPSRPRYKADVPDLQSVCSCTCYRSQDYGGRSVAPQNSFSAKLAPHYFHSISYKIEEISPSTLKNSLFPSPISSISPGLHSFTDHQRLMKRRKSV
RGS4 inh – human RGS4 inhibition | P49798 | HEK293 M3R/RGS4 inducible, Fluo-4 calcium flux; active compounds read high; triggered by carbachol at its EC20 | B-score at 10 µM | 310,000 compounds, 0.45% hits | AID 463165;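 active means B-score, a plate-corrected calcium signal, over three deviations above library mean, with baseline fluorescence within five deviations of library mean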;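 further: RGS4 expression induced by doxycycline in cells with stable M3 receptor; B-score is computed from the integrated fluorescence ratio over baseline after carbachol; higher B-score means a larger calcium signal and so more RGS4 inhibition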
Target sequence (P49798 whole entry, looked up): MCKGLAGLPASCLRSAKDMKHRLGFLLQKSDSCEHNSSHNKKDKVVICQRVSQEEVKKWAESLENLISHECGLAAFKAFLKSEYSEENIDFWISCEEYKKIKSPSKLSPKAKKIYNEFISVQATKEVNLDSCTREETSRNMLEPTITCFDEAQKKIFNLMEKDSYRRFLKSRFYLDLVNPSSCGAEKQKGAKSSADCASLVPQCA
hERG protect – hERG (human) protection from proarrhythmic block. AID 1511. 310,000 compounds, 0.51% hits. activation (rescue from dofetilide block), less the hit threshold, % at 10 µM. CHO-hERG, FluxOR thallium flux, dofetilide IC70 present;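 active means activation above the mean of controls blocked by dofetilide plus 5 SD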;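 further: thallium influx through hERG after potassium depolarization seen as dye fluorescence rise; in these data hits start at about 4.7%; inactives centre near -7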
Dyrk1A ADPGlo – inhibitors of rat Dyrk1A kinase | ADP-Glo luminescence, NFATc1 peptide | Q63470 | inhibition, % at 12.5 µM | 310,000 compounds, 0.43% hits; in the data active means inhibition above about 50%;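 further: plate controls were vehicle with enzyme for no effect and no enzyme for full effect; many of its hits are not listed in these tables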
GSK3 alpha inh – human GSK-3 alpha kinase inhibition; inhibition, % at 10 µM; P49840; ADP-Glo luminescence, 60 min; 320,000 compounds, 0.1% hits;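 in the data active means inhibition above about 50%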;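 further: GST-tagged GSK-3 alpha with peptide substrate and 25 µM ATP; 0% = DMSO neutral wells and 100% = GW8510 positive control wells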
Numbers without * were called inactive; i = inactive; . = no result given; & = joins results of further samples. Not all compounds are listed; the hit share may differ from the screen's.

SMILES	GSK3beta inhib	KCNQ1 block	KCNK3 inh	RGS4 pot	PolyA inh	KCNQ1 act	KCNK9 block	RGS4 inh	hERG protect	Dyrk1A ADPGlo	GSK3 alpha inh
CCOC(=O)c1nc(NCCc2ccccc2)sc1C	-1	i	i	i	i	i	i	i	-5	26	2
Cc1cc(=O)[nH]c(SCc2nc3ccccc3n2Cc2ccccc2)n1	3	i	i	i	i	i	i	i	-10	.	-2
CC(Oc1ccc2c3c(c(=O)oc2c1)CCCC3)C(=O)NCC1CCC(C(=O)O)CC1 (configuration not stated)	2	i	i	i	i	i	i	i	-9	-3	-4
CCCCCc1ccc(-c2ccc(/C=C/C(N)=O)cc2)nc1	-1	i	i	i	i	i	i	i	-7	-1	0
COc1ccc(S(=O)(=O)c2nnn(-c3cccc(OC)c3)c2N)cc1	-1	i	i	i	i	i	i	i	-7	.	-2
O=C(COC(=O)c1cnccn1)c1cccc([N+](=O)[O-])c1	1	i	i	i	i	i	i	i	4	-5	-4
Cc1sc2ncnc(N3CCC(C(=O)Nc4nc(-c5cccs5)cs4)CC3)c2c1C	-2	i	-8.9*	i	i	i	i	i	-18	.	7
COCCn1c(C)cc(C2=NNC(=NC(C)(C)C)SC2)c1C	4	i	i	i	i	i	i	i	-10	0	-1
COc1ccc2oc(=O)c(C(=O)NCc3ccccc3)cc2c1	-2	i	i	i	i	i	i	i	-7	3	4
CSCCC(Nc1nc2ccccc2s1)C(=O)O (configuration not stated)	0	i	i	i	i	i	i	i	-1	4	.
CC1CCCC(N2CCN(S(=O)(=O)c3ccccc3)CC2)C1 (configuration not stated)	0	i	i	i	i	i	i	i	-6	-1	-1
C/C(=C\C(=O)C(F)(F)F)Nc1ccc(C(F)(F)F)cc1	6	i	i	i	i	i	i	i	-6	12	.
Cc1ccc2cc(C3C(C#N)=C(N)Oc4c3ccc3cccnc43)c(=O)[nH]c2c1 (configuration not stated)	-7	i	i	i	i	i	i	i	-7	2	-1
COc1cccc2sc(N3CCN(c4nc5ccccc5s4)CC3)nc12	-4	i	i	i	i	i	i	i	-10	2	1
Cc1cccc2c1N(CCCOc1ccccc1)C(=O)C2=O	1	i	i	i	i	i	i	i	-19	20	-3
Cc1cc(C)nc(NS(=O)(=O)c2ccc(-n3cccc3)cc2)n1	0	i	i	i	i	i	i	i	-13	2	-5
Cc1ccc(O)c(C(=O)c2cnc3c(c2)CN(CCC(C)C)C(=O)N3)c1	2	i	i	i	i	i	i	i	-13	4	4
Cc1ccccc1Nc1c(N)c(=O)oc2ccccc12	-1	i	i	i	i	i	i	i	-15	7	1
Cc1cccc(NC(=O)CCS(=O)(=O)c2ccccc2)n1	.	i	i	i	i	i	i	i	-9	2	-1
O=C(Nc1nnc(-c2cc(Cl)ccc2Cl)o1)C1=COCCO1	-3	i	i	i	i	i	i	i	-2	-10	.
COc1ccc(C2CC(Cn3cc(C#N)c(=O)n(C)c3=O)ON2C)cc1 (configuration not stated)	2	i	i	i	i	i	i	i	-3	0	-2
Nc1ccn(Cc2cccc(F)c2)n1	2	i	i	i	i	i	i	i	-22	-4	1
O=C(Nc1ccc(-c2nc3ccccc3o2)cc1)C1CCCO1 (configuration not stated)	-6	i	i	i	i	i	i	i	-6	4	-2
Cc1n[nH]c(C)c1S(=O)(=O)N1CCC(C(=O)Nc2cccc(F)c2)CC1	-1	i	i	i	i	i	i	i	-3	-1	-11
CCOC(=O)c1ccc(CSc2n[nH]c(C)n2)o1	0	i	i	i	i	i	i	i	-9	8	-2
O=C(O)C1C2C=CC(O2)C1C(=O)NCCC1=CCCCC1 (configuration not stated)	1	i	i	i	i	i	i	i	-6	-11	2
O=C(CCC1CCN(C(=O)c2cccc(Cl)c2F)CC1)Nc1ccccc1	0	i	i	i	i	i	i	i	-9	2	-1
CCN(CC)c1ccc(NC(=O)c2ccccc2F)cc1S(=O)(=O)Nc1ccccc1OC	2	i	i	i	i	i	i	i	-18	0	-4
CCCCOC(=O)C1[C@H]2C(=O)N(CCc3ccccc3)C[C@]23C=C[C@H]1O3 (some centres not stated)	0	i	i	i	i	i	i	i	-6	9	-1
O=C(NCc1ccc2c(c1)OCO2)C(=O)Nc1ccccc1	2	i	i	i	i	i	i	i	-6	.	0
CCOC(=O)C1(Cc2cccc(OC)c2)CCCN(C(=O)CSC)C1 (configuration not stated)	-5	i	i	i	i	i	i	i	-7	.	-1
c1ccc(-c2csc(Nc3nc(N4CCOCC4)nc(N4CCOCC4)n3)n2)cc1	1	i	i	i	i	i	i	i	-9	6	-3
C=CCn1c(SCC(=O)Nc2ncc(Cc3ccc(Br)cc3)s2)nnc1-c1ccncc1	-4	i	i	i	i	i	i	i	-9	6	-4
CCCCNC(=O)C(=O)NCCCn1ccnc1	1	i	i	i	i	i	i	i	-21	-2	-1
CSC1=N/C(=C/c2cccnc2)C(=O)N1Cc1ccc(Cl)cc1	-8	i	i	i	i	i	i	i	-8	3	1
CCSc1nc2ccccc2[nH]1	0&-1	i	i	i	i	i	i	i	-1&0	-5&0	0&-2
COc1ccc(N2C(=O)CCC(C(=O)O)C2c2ccc(F)cc2)cc1 (configuration not stated)	3	i	i	i	i	i	i	i	-3	-4	-7
COc1ccc(Nc2nc(-c3ccccc3)nc3ccccc23)cc1S(=O)(=O)N1CCOCC1	-3	i	i	i	i	i	i	i	-15	14	0
O=C(c1cccnc1)N1CCN(C(=O)c2ccco2)CC1	3	i	i	i	.	i	i	i	1	-2	-1
CCN(C(=O)CN1CCN(c2cccc(Cl)c2)CC1)c1c(N)n(Cc2ccccc2)c(=O)[nH]c1=O	2	i	i	i	i	i	i	i	-13	.	-2
Cc1[nH]c(C)c(S(=O)(=O)NCCc2ccccc2)c1C(=O)N1CCCC1	0	i	i	i	i	i	i	i	-9	-5	-1
CC(=O)N1CCc2cc(S(=O)(=O)NC(CC(C)C)C(=O)N3CCc4ccccc4C3)ccc21 (configuration not stated)	3	i	i	i	i	i	i	i	-4	0	-2
O=C(COc1ccc(Cl)cc1Cl)Nc1ccccc1F	7	i	i	-7.2*	i	i	i	i	-6	9	-2
CN(C)/N=C/c1c(O)ccc2ccccc12	-1	i	i	i	i	i	i	i	-7	3	.
CN1CCN(C(=S)NC(CC(=O)c2ccccc2)c2ccccc2)CC1 (configuration not stated)	-5	i	i	i	i	i	i	i	-5	.	-3
O=C(O)c1sccc1Oc1ccc(NS(=O)(=O)c2ccc(Cl)cc2)cc1	3	i	i	i	i	i	i	i	-7	-6	0
Cc1ccc(OCCNC(=O)/C=C/c2ccccc2)cc1	1	i	i	i	i	i	i	i	-9	-1	-2
Cc1ccccc1N=C1NC(=O)C(CO)(CO)S1	4	i	i	i	i	i	i	i	-4	5	-2
CCOc1cc(-c2nc(-c3ccc(OC)cc3)no2)cc(OCC)c1OCC	-1	i	i	i	i	i	i	i	-5	3	-5
C=CCN(c1ccc(Cl)cc1)S(=O)(=O)c1cccc(C(=O)O)c1	1	i	i	i	i	i	i	i	4	-5	-4

Next section.
SMILES	GSK3beta inhib	KCNQ1 block	KCNK3 inh	RGS4 pot	PolyA inh	KCNQ1 act	KCNK9 block	RGS4 inh	hERG protect	Dyrk1A ADPGlo	GSK3 alpha inh
COc1ccccc1OCCn1c(=O)sc2ccccc21	-3	i	i	i	i	i	i	i	-19	-3	4
Cc1cc(C)n(C(=O)c2cc([N+](=O)[O-])cc([N+](=O)[O-])c2)n1	1	i	i	i	i	i	i	i	-15	.	0
CCOC(=O)Cc1csc(SCn2nnc3ccccc3c2=O)n1	0	i	i	i	i	i	i	i	-4	-2	.
COc1cccc(C(=O)NCC(=O)OCC(=O)c2ccccc2)c1	0	i	i	i	i	i	i	i	0	-6	-4
COc1ccc(C(=O)Nc2ccc(OCC(=O)N3CCOCC3)cc2)c(OC)c1OC	-3	i	i	i	i	i	i	i	-10	-2	1
Cc1ccc(S(=O)(=O)N2CCN(c3nc(C)nc4sc(C)c(C)c34)CC2)cc1	12	i	.	i	i	i	i	i	-7	.	.
COc1cccc(-c2nc(CS(=O)(=O)CC(=O)NC3CCCc4ccccc43)c(C)o2)c1 (configuration not stated)	3	i	i	i	i	i	i	i	-13	1	-2
COc1cc(NC(=O)CCCOc2ccc(Cl)cc2Cl)c(C(=O)O)cc1OC	5	i	i	i	i	i	i	i	-4	6	-5
Cc1cccc([N+](=O)[O-])c1NC(=O)COC(=O)C1CC2CCCC(C1)C2=O (configuration not stated)	1	i	i	i	.	i	i	i	-9	-11	-3
CC1(C)C(Cl)C(=O)C(C(=O)c2ccccc2)C(=O)C1Cl (configuration not stated)	0	i	i	i	i	i	i	i	-5	2	-2
Cc1csc(NC(=O)CSc2nsc(SCC(=O)Nc3nc(C)cs3)c2C#N)n1	3	i	i	i	i	i	i	i	-4	16	-1
COc1cccc(CC(=O)NCCCSc2ccccc2)c1	2	i	i	i	i	i	i	i	-8	-9	0
CC(C)(C)C(=O)COc1ccccc1[N+](=O)[O-]	2	i	i	i	i	i	i	i	-2	-4	-1
C/C(CC(=O)Nc1cccc(F)c1)=N\NC(=O)c1ccncc1	-2	i	i	i	i	i	i	i	-6	2	1
O=c1[nH]c2ccccc2nc1/C=C(\O)c1cccs1	-2	i	i	i	i	i	i	i	-8	13	2
Cc1ccc(C2C(C(=O)c3ccco3)=C(O)C(=O)N2c2nnc(C)s2)cc1 (configuration not stated)	4	i	i	i	i	i	i	i	-14	-7	-3
CC(=O)c1ccc(NC(=O)C(C)Sc2n[nH]c(-c3cccnc3)n2)cc1 (configuration not stated)	2	i	i	i	i	i	i	i	-10	-1	-1
COc1ccccc1OCCn1c(SCC(=O)O)nc2ccccc21	3	i	i	i	i	i	i	i	-8	9	0
